# Screens as filed in PubChem.
# TEAD-YAP inh: TEAD-YAP interaction inhibition; HEK-TIYL cells, TEAD-Gal4/YAP UAS-luciferase luminescence; inhibition, % at 9.12 µM; actives 1.4% (n = 640,000); in the data active = inhibition above about 32%;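 note: 0% = median of test compound wells and 100% = reference inhibitor wells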
# FBW7 act: activators of human E3 ligase FBW7; actives 0.13% (n = 650,000); AlphaScreen FBW7–phospho-cyclin E peptide binding, activator screen; AID 1259310; normalized activity (activation), % at 26.1 µM; Q969H0; in the data active = normalized activity above about 1.9%;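 note: purified mutant Fbw7 with reduced substrate affinity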
# GPR151 ag: activators of human GPR151; PathHunter beta-arrestin GPR151 cells, luminescence; activation, % at 11.2 µM; actives 1% (n = 650,000); AID 1508602; in the data active = activation above about 4.9%;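 note: 0% = median of compound wells and 100% = cells with positive control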
# Target sequence (Q8TDV0 whole entry, looked up): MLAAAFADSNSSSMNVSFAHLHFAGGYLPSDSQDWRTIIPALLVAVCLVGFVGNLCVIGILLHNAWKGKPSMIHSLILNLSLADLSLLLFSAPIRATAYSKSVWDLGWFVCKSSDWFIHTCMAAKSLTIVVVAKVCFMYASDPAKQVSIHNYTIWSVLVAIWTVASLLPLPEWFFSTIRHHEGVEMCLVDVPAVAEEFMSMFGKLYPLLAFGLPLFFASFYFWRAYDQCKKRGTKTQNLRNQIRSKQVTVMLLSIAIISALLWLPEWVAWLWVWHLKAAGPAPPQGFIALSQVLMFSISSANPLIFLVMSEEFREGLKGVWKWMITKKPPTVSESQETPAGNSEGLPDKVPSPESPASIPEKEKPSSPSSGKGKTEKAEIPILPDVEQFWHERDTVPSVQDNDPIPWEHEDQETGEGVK
# MITF primary: blocks human microphthalmia-associated transcription factor; actives 0.91% (n = 650,000); AID 1259374; O75030; AlphaScreen MITF homodimerization, bead proximity signal; inhibition, % at 2.6 µM; in the data active = inhibition above about 50%;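 note: 0% = vehicle wells with protein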
# Target sequence (O75030 whole entry, looked up): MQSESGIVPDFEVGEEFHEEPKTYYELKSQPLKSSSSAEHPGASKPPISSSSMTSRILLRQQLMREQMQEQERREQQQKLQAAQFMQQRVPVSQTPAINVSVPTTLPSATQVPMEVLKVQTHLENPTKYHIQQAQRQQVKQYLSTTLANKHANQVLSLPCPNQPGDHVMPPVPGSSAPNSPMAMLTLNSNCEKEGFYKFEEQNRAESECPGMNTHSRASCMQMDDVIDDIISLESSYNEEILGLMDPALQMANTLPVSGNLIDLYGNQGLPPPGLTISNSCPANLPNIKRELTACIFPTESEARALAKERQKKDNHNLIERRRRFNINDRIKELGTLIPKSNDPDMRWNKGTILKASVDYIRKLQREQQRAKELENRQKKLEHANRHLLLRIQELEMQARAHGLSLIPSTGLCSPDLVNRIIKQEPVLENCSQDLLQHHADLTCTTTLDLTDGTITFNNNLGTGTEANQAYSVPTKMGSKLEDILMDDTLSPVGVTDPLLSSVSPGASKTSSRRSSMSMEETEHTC
# * hit, by the source's call.
molecule	TEAD-YAP inh	FBW7 act	GPR151 ag	MITF primary
Cc1ccc(N(C(=O)c2ccc(Cl)cc2)C2C=CS(=O)(=O)C2)cc1C (stereo unspecified)	6	0.0	-1.0	8
CC(=O)N1C(NC2CCCCC2)CC(C)N1c1ccccc1 (stereo unspecified)	9	0.4	-1.8	13
CC(C)(C)C(=O)CSc1nc(N)cc(=O)[nH]1	-9	0.4	0.5	24
COCCN(C(=O)Nc1cccc(F)c1)C1CCN(CCc2ccccn2)CC1	-3	0.0	0.3	-2
COC(=O)c1ccc(NC(=O)CC2C(=O)N(C)C(=S)N2Cc2ccc(OC)cc2)cc1 (stereo unspecified)	-5	0.0	0.2	12
N=C1C(c2nc3ccccc3s2)=C(O)CN1c1cccc(F)c1	32*	-0.1	2.8	8
CCNc1cc(NCCc2ccc(O)cc2)ncn1	7	0.0	0.9	-4
COc1ccc(CC2(CO)CCN(CC(O)CO)CC2)cc1 (stereo unspecified)	-1	0.4	-0.5	15
CCOC(=O)CSC1=C(C#N)C(c2ccccc2)C(C(C)=O)=C(C)N1 (stereo unspecified)	-3	0.1	-1.4	9
CCCNc1ccnc2c(-c3cccc(C(C)=O)c3)cnn12	-39	-0.3	-1.1	-19
CCC(=O)Nc1sc2c(c1C(N)=O)CCCC2	11	-0.2	1.3	-10
O=C(NNc1ccccn1)NS(=O)(=O)c1ccccc1Cl	-2	0.6	0.0	36
Cc1cc(Br)cc(C)c1OCC(=O)N/N=C/c1cc(O)ccc1[N+](=O)[O-]	7	-0.1	1.5	-16
CCc1ccc(NC(=O)CSC2=C(C#N)C(c3ccco3)C(C(=O)Nc3ccc(Cl)cc3)=C(C)N2)cc1 (stereo unspecified)	26	0.0	1.2	-11
COc1cccc(C(=O)CN2C(=O)C(C)Oc3ccccc32)c1 (stereo unspecified)	-12	0.0	-0.9	11
C=CCNC(=O)c1ccccc1N(Cc1ccccc1)S(C)(=O)=O	1	0.1	-0.3	-2
Clc1ccc(-c2cn3c(n2)sc2ccccc23)cc1	31	2.7*	-1.7	-18
COc1ccc(/C=N/NC(=O)Cn2cnc3ccccc32)c(OC)c1	2	0.0	1.5	21
COc1ccc2oc(=O)c(-c3csc(NNc4ccccc4)n3)cc2c1	-3	0.0	-0.2	-11
CCc1ccc(NC(=O)Cc2c(C(=O)O)n(CC)c3ccccc23)cc1	5	0.0	2.8	1
COCCn1c(SCC(=O)Nc2ccccc2Cl)nnc1-c1ccccc1O	10	0.0	-0.5	3
O=C(N/N=C/c1cccnc1)C1COc2ccccc2O1 (stereo unspecified)	-7	-0.1	-1.3	-7
COCCNC(=S)N/N=C/c1cccs1	7	0.1	0.0	-13
COC(=O)c1ccc(C(=O)OC)c(NC(=O)COC(=O)C2CCC(C(C)(C)C)CC2)c1 (stereo unspecified)	13	-0.1	-0.7	10
CCOC(=O)C1=C(C)N=c2s/c(=C\c3cccs3)c(=O)n2C1c1ccc(OCC)c(OCC)c1 (stereo unspecified)	-14	0.6	-0.5	-9
CC(=O)C1=C(O)C(=O)N(CC#N)C1c1ccc(Cl)cc1 (stereo unspecified)	-4	0.0	0.9	12
O=C(OCCN1C(=O)c2cccc3c(N4CCOCC4)ccc(c23)C1=O)c1ccc(Br)cc1	-8	0.9	-0.5	3
Cc1cccc(-n2nc3c(c2NC(=O)/C=C\c2ccco2)CSC3)c1C	-2	-0.2	1.8	22
CN(C)S(=O)(=O)c1cc(NC(=O)COC(=O)C2=NNC(=O)CC2)ccc1Cl	1	-0.1	1.0	-11
CCOC(=O)C1=C(C)N=c2s/c(=C\c3ccc(N(CC)CC)cc3OC)c(=O)n2C1c1ccc(OC)cc1 (stereo unspecified)	-20	0.0	0.8	9
NNC(=O)c1cc(C23CC4CC(CC(C4)C2)C3)nc2ccccc12	5	-0.1	-0.4	1
CCOc1ccccc1NS(=O)(=O)c1cc(Br)ccc1OC	6	0.3	0.2	3
CSCCC(NC(=O)/C(=C/c1ccc(F)cc1)NC(C)=O)C(=O)O (stereo unspecified)	-2	0.1	1.3	16
N#Cc1ccccc1NC(=O)C(=O)NCCC1CCCCN1S(=O)(=O)c1cccs1 (stereo unspecified)	-2	0.0	1.1	-13
CC(C)N1CCN(Cc2cccc(O)c2)CC1CCO (stereo unspecified)	-8	0.1	0.4	-3
CCCN(C)C(=O)c1cnc2scc(CC)n2c1=O	2	-0.2	0.6	-9
O=C(NCc1ccccc1Cl)c1cc2ccccn2n1	-16	-0.1	1.1	0
Cc1ccccc1-c1cnnc(NCc2cccnc2)n1	-9	-0.1	3.9	-29
CC(C)NC(=O)c1cc2nc(-c3ccco3)cc(C(F)(F)F)n2n1	12	0.4	0.5	-6
Nc1cc(=O)[nH]c(Nc2nc3ccccc3s2)n1	-2	0.0	-1.6	7
COc1cc(Br)ccc1OCC(=O)N/N=C(\C)c1ccccc1O	5	-0.1	0.1	-4
COc1ccccc1C(=O)N/C(=C\c1ccc2c(c1)OCO2)C(=O)N1CCOCC1	9	0.0	-0.1	0
CCCOc1ccc(/C(O)=C2\C(=O)C(=O)N(c3nc(C)c(C(=O)OCC)s3)C2c2ccccc2F)cc1C (stereo unspecified)	-12	-0.1	3.5	11
O=C(O)CCn1c(=O)c2cccn2c2ccccc21	8	-0.1	1.2	18
Nc1ncnc2c1C(c1ccc(Cl)cc1)c1c(ccc3ccccc13)O2 (stereo unspecified)	3	0.0	-0.6	18

# Laid out differently: results already given.
# Values run as follows: TEAD-YAP inh | FBW7 act | GPR151 ag | MITF primary
Cc1ccccc1-c1cnnc(NCc2cccnc2)n1
    -9 | -0.1 | 3.9 | -29
CC(C)NC(=O)c1cc2nc(-c3ccco3)cc(C(F)(F)F)n2n1
    12 | 0.4 | 0.5 | -6
Nc1cc(=O)[nH]c(Nc2nc3ccccc3s2)n1
    -2 | 0.0 | -1.6 | 7
COc1cc(Br)ccc1OCC(=O)N/N=C(\C)c1ccccc1O
    5 | -0.1 | 0.1 | -4

# Carrying on:
molecule	TEAD-YAP inh	FBW7 act	GPR151 ag	MITF primary
COCCCNc1nc2nonc2nc1N1CCN(c2ccccc2OC)CC1C (stereo unspecified)	-2	0.1	1.4	7
CCCCN(C)CCCNC(=O)C1CCCN(S(=O)(=O)CCC)C1 (stereo unspecified)	-4	0.1	0.9	5
Cc1ccc(C)c(N2CCN(c3ncnc4nc[nH]c34)CC2)c1	-5	-0.1	2.5	1
COc1ccc(CCNc2nc(C)nc3c2nnn3Cc2ccccc2)cc1OC	5	-0.2	0.6	5
CC1(C)CC(=O)C2=C(C1)Nc1ccccc1N(C(=O)c1ccccc1)C2c1ccc([N+](=O)[O-])s1 (stereo unspecified)	9	-0.1	-0.2	3
N#CCCc1cccc(NC(=O)c2cc3nc(-c4ccc5c(c4)OCO5)cc(C(F)(F)F)n3n2)c1	-6	0.0	-0.2	8
COc1cc(C)c(Cl)cc1S(=O)(=O)N1CCc2ccccc2C1	-1	0.1	-0.2	3
CC(Oc1ccc(F)cc1)C(=O)NC1CCS(=O)(=O)C1 (stereo unspecified)	-2	-0.1	1.4	1
CCOc1ccccc1NC(=O)C1CC(=O)N(c2ccc(F)cc2)C1 (stereo unspecified)	3	0.0	2.5	1
CCS(=O)(=O)c1ccc(O)c(NC(=O)NC2CCCCC2)c1	-1	-0.1	1.3	2
O=C1C=C(NCc2ccc(F)cc2)CC(c2ccccc2)C1 (stereo unspecified)	6	0.5	0.9	1
COc1cccc(N2C(=O)/C(=C/c3ccc(-c4ccc([N+](=O)[O-])cc4)o3)C=C2c2ccccc2)c1	-5	-0.1	-0.7	-18
Cc1cc(C)cc(N=C2NC(=O)/C(=C\c3cc(C)n(-c4ccc(Cl)c(Cl)c4)c3C)S2)c1	-1	0.1	-0.4	6
CCOc1ccc(N2C(=O)CN(c3ccccc3[N+](=O)[O-])C2=O)cc1	-40	1.1	2.0	19
CCOC(=O)C1=NN(c2ccc(Br)cc2)C2C(=O)N(c3cccc(Cl)c3)C(=O)C12 (stereo unspecified)	4	0.0	-1.3	-1

# Shown field by field: entries from further up.
SMILES: CC(Oc1ccc(F)cc1)C(=O)NC1CCS(=O)(=O)C1 (stereo unspecified)
- TEAD-YAP inh: -2
- FBW7 act: -0.1
- GPR151 ag: 1.4
- MITF primary: 1
SMILES: CCOc1ccccc1NC(=O)C1CC(=O)N(c2ccc(F)cc2)C1 (stereo unspecified)
- TEAD-YAP inh: 3
- FBW7 act: 0.0
- GPR151 ag: 2.5
- MITF primary: 1

# (cont.)
molecule	TEAD-YAP inh	FBW7 act	GPR151 ag	MITF primary
CCN1CCN(Cc2c(O)ccc(C(=O)Cc3ccc(OC)c(OC)c3)c2O)CC1	-4	-0.3	-0.8	5
COc1ccc(C(=O)Nc2nnc(-c3ccccc3OC)o2)cc1	3	0.0	2.4	-9
c1ccc(-n2ncc(-c3nn[nH]n3)n2)cc1	-12	0.6	-3.8	1
COCCNC(=O)c1cc2c(=O)n3ccccc3nc2n(C)c1=N	1	0.9	3.7	21
N#Cc1cc2c(nc1SCSCc1ccc(Cl)cc1)CCCC2	-1	0.0	2.6	21
CCOC(=O)c1c(NC(=O)CSc2nnc(CNC(=O)c3ccc(C)c([N+](=O)[O-])c3)n2-c2ccc(F)cc2)sc2c1CCC2	1	-0.2	0.1	-2
Cc1cc(NC(=O)CSc2nc3ccccc3c(=O)n2C2CCCCC2)n[nH]1	-2	0.9	-0.6	6
O=C(Oc1ccc2c(=O)c(Oc3ccccc3Br)c(C(F)(F)F)oc2c1)c1cccs1	0	-0.2	0.0	-7
COc1ccc(-c2nnn(CC(=O)O)n2)cc1	-11	0.1	1.0	0
Cc1cc(C=O)cc(C)c1OC(F)F	-8	-0.1	-0.3	-2
CCC(=O)NCCN1CCn2cc(OCc3ccc(F)cc3)c(=O)cc2C1=O	1	-1.2	1.5	22
COc1cc([N+](=O)[O-])cc(/C=N/NC(=O)C(C)Nc2ccc(Cl)cc2)c1O (stereo unspecified)	-7	0.1	1.5	-16
CC1=NN(c2cc(Cl)ccc2Cl)C(=O)/C1=C\c1cccc([N+](=O)[O-])c1	-3	-0.1	0.0	-1
O=C(CN1Cc2ccccc2C1=O)Nc1cccc(F)c1	-5	-0.2	0.7	-2
COC(=O)c1ccc(COC(=O)Cc2ccc(OC)c(OC)c2)cc1	-45	0.0	-0.3	2
CCOC(=O)C1=C(C)N=c2s/c(=C\c3cc(-c4ccccc4)n(-c4ccc(C)cc4)c3-c3ccccc3)c(=O)n2C1c1ccc(Cl)cc1 (stereo unspecified)	-8	-0.1	-0.5	-1
CC(=O)Nc1ccc(NC(=O)COC(=O)c2ccc([N+](=O)[O-])s2)cc1	10	0.1	-0.7	-5
O=C(CN1CCC(c2nc3ccccc3[nH]2)CC1)N1CCc2ccccc21	15	0.0	-1.0	9
O=C(Cn1cnc2sc(-c3ccccc3)cc2c1=O)Nc1ccc(F)cc1	4	0.2	-0.2	5
CCc1ccc(N2C(=O)CSC2c2ccc(Br)cc2)cc1 (stereo unspecified)	3	0.1	-0.3	-7
C=CCn1c(NCCC(c2ccccc2)c2ccccc2)nc2c1c(=O)[nH]c(=O)n2C	0	-0.1	-0.8	-2
Cc1nc2nc(SCC(=O)O)nn2c(C)c1Cc1ccccc1	-4	0.0	-0.3	5
COc1cc([N+](=O)[O-])cc(/C=C2/C(=O)NN(c3ccc(C)c(C)c3)C2=O)c1O	5	-0.1	0.6	6
O=C(CNC(=O)c1ccco1)N/N=C/c1ccccc1	9	0.3	0.7	4
Cc1sc2[nH]c(=S)n(C)c(=O)c2c1C	-3	-0.1	-2.0	-1
CCOC(=O)c1cnc(SCC(=O)c2cccc(NC(=O)CC)c2OCC)nc1N	-5	-0.2	-0.4	-7
Clc1ccc(Cn2cnc3ccccc32)cc1	16	0.0	0.5	10
O=S(=O)(c1ccccc1F)N1CCC(Oc2cccc(-c3ccco3)c2)CC1	8	-0.3	-1.1	-8
CC(=O)N/C(=C\c1ccccc1)C(=O)NCc1ccccn1	-2	-0.2	-0.3	36
N#CC1=C(N)Oc2n[nH]c(-c3ccc(Br)cc3)c2C1c1ccc(OC(=O)N2CCOCC2)cc1 (stereo unspecified)	-6	-0.4	-1.7	-7
Cc1ccc(C(=O)Nc2cnn(-c3ccc(C(=O)N4CCCCO4)cc3)c2)c(C)c1	24	0.5	0.1	6
N#CC1(C#N)[C@H](C(N)=O)[C@H]1c1ccccc1	13	0.3	-0.6	21
COc1ccc(C(=O)NC(=S)N2CCOCC2)cc1I	6	0.2	0.7	14
COC(=O)C1=C(C)NC2=C(C(=O)CCC2)C1c1cccc2ccccc12 (stereo unspecified)	7	-0.5	0.9	-4
COC(=O)c1ccc(NC(=O)CCSc2ccc(C)cc2)cc1	1	0.0	-0.4	1
CCOc1ccc(-c2n[nH]c(C(F)(F)F)c2-c2ccccc2)c(O)c1C	4	-0.1	2.5	2
COc1ccc(C2=N/C(=C\c3cccc(Cl)c3)C(=O)O2)c(Br)c1	-2	0.1	0.1	11
Clc1ccc(-c2nc(/C=N/N3CCOCC3)c3ccccn23)cc1	-23	0.0	0.4	1
Cc1cc(C(=O)OCC(=O)C(C)(C)C)c(C)n1-c1ccccc1	-49	-0.1	1.0	2
CCCCCSc1n[nH]c(N)n1	0	0.2	-0.5	12
CCC(CC)C(=O)Nc1nnc(SC)s1	10	0.1	-1.6	13
